IEC-6 cytotox: IEC-6 cytotoxicity, counter-screen for KLF5 inhibitors. inhibition, % at 5 µM. 0.78% of 290,000 active. luminescence viability. AID 1825; in the data active = inhibition above about 22%;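 note: 0% = plate median of test compound wells and 100% = cytotoxic reference compound wells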
Platelet DG rel: modulates dense granule release in human platelets; human platelet-rich plasma, SFLLRN dense granule ATP release, luminescence; inhibition, %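 (compounds screened at 7.5 µM in platelet-rich plasma)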; 0.22% of 300,000 active; AID 1663;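 active = mean replicate score, as percent of positive control, at or above 50; inconclusive = mean below 50 but at least one replicate at or above 50; inactive = mean and every replicate below 50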
HSF1 inh: HSF1 inhibition; AID 2098; activity change, negative = inhibition, % at 7.5 µM (by protocol); 0.77% of 300,000 active; NIH3T3-HGL HSE-luciferase, MG132-induced, luminescence 8 h; stronger effect = lower value;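 active = more than half of replicate wells show activity change below -50%, luminescence cut by over half; inconclusive = some wells, but at most half, below -50%; inactive = no replicate well below -50%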;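 note: luciferase reports HSF-1 transcriptional activity via heat shock element; 0% = median of DMSO wells and -100% = zero luminescence signal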
GSK3A inh: inhibitors of human GSK-3 alpha kinase; ADP-Glo luminescence, 60 min; P49840; 0.1% of 320,000 active; inhibition, % at 10 µM;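 in the data active = inhibition above about 50%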;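 note: GST-tagged GSK-3 alpha with peptide substrate and 25 µM ATP; 0% = DMSO neutral wells and 100% = GW8510 positive control wells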
Target sequence (P49840 whole entry, looked up): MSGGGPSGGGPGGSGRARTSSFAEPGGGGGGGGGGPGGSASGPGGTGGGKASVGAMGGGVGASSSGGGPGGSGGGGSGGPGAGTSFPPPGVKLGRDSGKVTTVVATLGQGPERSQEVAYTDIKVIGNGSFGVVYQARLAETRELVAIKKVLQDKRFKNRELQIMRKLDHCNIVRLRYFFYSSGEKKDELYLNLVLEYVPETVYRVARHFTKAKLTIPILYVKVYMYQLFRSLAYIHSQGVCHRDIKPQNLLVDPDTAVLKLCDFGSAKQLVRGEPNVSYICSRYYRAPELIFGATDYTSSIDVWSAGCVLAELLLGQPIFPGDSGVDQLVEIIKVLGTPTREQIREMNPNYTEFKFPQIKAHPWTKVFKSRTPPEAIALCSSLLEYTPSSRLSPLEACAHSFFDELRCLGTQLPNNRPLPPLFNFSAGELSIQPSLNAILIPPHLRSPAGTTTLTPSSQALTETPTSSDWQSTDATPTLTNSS
HSF-1 act: increases HSF-1 driven luciferase reporter signal | NIH3T3-HGL HSF-1 luciferase reporter, MG132, 8 h; 100% = twice DMSO control signal | activation, % at 9 µM | 1.7% of 300,000 active;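 active = mean replicate activation of at least 50% with a set share of replicates each reaching 50%; inconclusive = only one of those two conditions met; inactive = mean below 50% and too few replicates reaching it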;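 note: 0% = median of the neutral control wells and 100% = twice that signal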
aSyn UTR inh: 5' untranslated region of α-synuclein, MLPCN primary screen; alpha-synuclein 5'UTR reporter, inhibitor activity; inhibition, % (tested at 7.5 µM); 0.82% of 300,000 active; AID 1813; in the data active = inhibition above about 60%; inconclusive = no clear call, values can overlap the other calls;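 note: H4 neuroglioblastoma cells stably carrying SNCA 5'UTR luciferase fusion; 0% = DMSO wells and 100% = positive control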
DYRK1A inh: Dyrk1A (rat) kinase inhibition | Q63470 | ADP-Glo luminescence, NFATc1 peptide | inhibition, % at 12.5 µM | 0.43% of 310,000 active; in the data active = inhibition above about 50%;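 note: plate controls were vehicle with enzyme for no effect and no enzyme for full effect; many of its hits are not listed in these tables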
GSK3beta inhib: human GSK3beta kinase inhibition. P49841. GST-GSK3beta kinase, ADP-Glo luminescence, 60 min; stronger effect = lower value. activity score (negative = inhibition), % at 10 µM. 0.038% of 300,000 active. AID 2097;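 active = more than half of replicate wells score below -50%, meaning over 50% inhibition versus plate controls; inconclusive = some replicates but at most half score below -50%; inactive = no replicate scores below -50%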;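 note: 0% = median DMSO wells and -100% = median GW8510 positive control wells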
Target sequence (P49841 whole entry, looked up): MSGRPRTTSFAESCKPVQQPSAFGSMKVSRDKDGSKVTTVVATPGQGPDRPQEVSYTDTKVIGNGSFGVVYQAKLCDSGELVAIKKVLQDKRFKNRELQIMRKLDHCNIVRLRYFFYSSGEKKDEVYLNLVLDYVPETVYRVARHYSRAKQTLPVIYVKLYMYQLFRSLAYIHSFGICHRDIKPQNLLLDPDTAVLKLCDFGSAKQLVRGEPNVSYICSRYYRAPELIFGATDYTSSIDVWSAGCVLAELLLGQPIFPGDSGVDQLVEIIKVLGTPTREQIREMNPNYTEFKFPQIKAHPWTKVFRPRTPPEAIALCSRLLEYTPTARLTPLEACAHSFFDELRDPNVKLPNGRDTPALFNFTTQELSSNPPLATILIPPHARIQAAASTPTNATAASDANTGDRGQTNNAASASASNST
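test system = GST-tagged human GSK3beta kinase, cell-free | reagent = 25 µM ATP with peptide substrate | dosing = one dose of 10 µM per compound | schedule = 60 min reaction, RT | detection = luminescent ADP-Glo measurement of ADP formed | control set = DMSO neutral wells and GW8510 at 20 µM as positive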
KLF5 inh: kruppel-like factor 5 inhibition | inhibition, % at 5 µM | AID 1700 | 0.23% of 290,000 active | DLD-1 KLF5 promoter-luciferase reporter, luminescence;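 active = inhibition above a per-plate limit of that plate's mean compound inhibition plus 3 SD, cut at about 60% in these data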;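 note: 0% = DMSO wells and 100% = LY294002 at 200 µM; higher means less KLF5 promoter-driven luciferase light; inactives centre near -14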
HSP90 refold inh: HSP90 refolding inhibition in rabbit reticulocyte lysate; 0.91% of 290,000 active; inhibition, % at 5.6 µM; luciferase refolding luminescence, 3 h;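 active = inhibition above the screen-wide mean plus 3 SD, computed separately per campaign, cut at about 16% in these data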;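 note: 0% = DMSO wells and 100% = 60 µM geldanamycin wells; inhibitors lower the luminescence because luciferase stays unfolded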
* marks the source's active call; other numbers are inactive results; ? = inconclusive; . = no result given. An excerpt. The share of hits here may be higher or lower than overall.

SMILES	IEC-6 cytotox	Platelet DG rel	HSF1 inh	GSK3A inh	HSF-1 act	aSyn UTR inh	DYRK1A inh	GSK3beta inhib	KLF5 inh	HSP90 refold inh
O=C(NCCN1CCOCC1)c1ccc(CS(=O)c2ccccc2Cl)o1 (stereo unspecified)	5	2	0	2	-17	-6	-3	-3	7	0
COc1ccc(Cl)cc1NC(=O)CN(C)C(=O)CCC(=O)c1cc(C)sc1C	.	-3	10	-4	22	21	0	-3	.	.
Cc1ccc(-n2c(Cn3cnc4ccccc43)nnc2SCC(=O)O)cc1	-11	-3	-5	-3	4	-13	6	2	-3	-2
COc1ccc(CNn2c(-c3cccs3)nc3ccccc3c2=O)cc1OC	2	-1	1	-2	1	18	1	2	6	-2
CCn1c(SC(C)C(=O)NC2CCCc3ccccc32)nnc1-c1cccs1 (stereo unspecified)	0	1	-2	-2	25	17	5	2	-25	1
CC1CN(C(=O)c2ccc(COCC(F)(F)F)o2)CC(C)O1 (stereo unspecified)	-4	9	2	0	15	3	3	-2	-9	4
C=CCn1c(=O)c2ccccc2n2c(SCc3c(C(=O)OCC)oc4ccccc34)nnc12	.	-1	-1	0	-6	-25	4	0	.	.
NC(=O)c1cc(C(=O)c2ccc(Cl)cc2)c[nH]1	-5	1	-7	2	-22	-19	4	-7	-9	-4
C/C(=N\Nc1ccc2nncn2n1)c1ccco1	-3	10	-8	-2	9	-25	2	-3	-20	-1
CCOC(=O)c1[nH]c(C)c(C(=O)OCCOc2cccc(C)c2)c1C	7	-17	9	0	26	-15	-2	-1	-2	-6
COc1ccc(N2CCN(C(=O)c3ccc4c(c3)[nH]c(=S)n3c5ccccc5nc43)CC2)cc1	-6	-1	-3	14	-2	-22	.	0	3	0
Cc1cc(C)nc(NS(=O)(=O)c2ccc(NC(=O)c3cc(-c4ccccc4)nc4ccccc34)cc2)n1	-2	-5	-3	-2	7	29	31	-5	-21	-6
Clc1ccc(Nc2nc3ccccc3n3nnnc23)cc1	10	-9	-2	3	-1	-16	-5	0	-28	1
Cc1ccc(-c2nnn(CC(=O)Nc3ccccc3-c3ccccc3)n2)c(-n2cnnn2)c1	-2	-2	8	.	23	21	-5	-3	9	4
O=C(COC(=O)CSc1ccc([N+](=O)[O-])cc1)NCCc1ccccc1	.	2	-11	1	-10	-7	-2	4	.	.
COC(=O)Nc1sc2c(c1C(=O)NCc1ccco1)CCC2	2	5	1	0	8	-34	-15	1	-15	7
O=C(CSc1ccc(-c2ccccn2)nn1)N1CCCCC1	7	2	2	-1	22	-66	0	-6	-30	1
CC(=O)Nc1ccc(S(=O)(=O)N(CCc2ccccc2)CC(=O)N/N=C/c2ccc(C(=O)O)cc2)cc1	6	1	6	-2	31	11	0	5	-13	0
COc1ccc2cc3c(N)c(C(=O)N4CCCC4)sc3nc2c1	-11	2	18	7	25	-189	.	6	-36	-1
CN(C(=O)COC(=O)COc1ccccc1Cc1ccccc1)c1ccccc1	.	1	-6	1	8	2	-2	-2	.	.
COc1ccc(Nc2ncnc3c2c(C)c(C)n3CCO)cc1	-3	-2	12	-3	20	-58	2	3	-139	5
Cc1ccc(CSCCNC(=O)CN(c2ccccc2)S(C)(=O)=O)cc1	-13	11	-2	11	-5	7	0	1	-14	-4
COc1ccccc1CCNC(=O)C(=O)NCC1OCCN1S(=O)(=O)c1ccc(Br)cc1 (stereo unspecified)	-8	6	-2	4	3	33	-8	-1	-27	-8
COC(=O)Cc1c(C)c2ccc(OCc3nn[nH]n3)cc2oc1=O	0	5	1	2	1	8	-2	1	-34	1
Nc1cccc(CCc2nc3cc4ccccc4cc3[nH]2)c1	49*	20	12	-3	15	-48	-3	0	-49	-1
CCOc1cc(C=C2C(=O)c3ccccc3C2=O)ccc1OCC(=O)Nc1ccc(C)cc1	-1	1	-1	1	-5	-61	3	3	3	4
CC(=O)NC(Cc1ccc(C)cc1)C(=O)NC1CCN(c2ncccc2[N+](=O)[O-])CC1 (stereo unspecified)	-1	-10	-7	0	-4	-11	-1	-3	-46	2
CSCC(=O)N1CCc2ccc(NC(=O)c3ccccc3Cl)cc2C1	4	-5	20	.	41	-117	5	1	-100	0
CCCN1C(=O)c2cc(C(=O)NCc3ccc(OC)cc3)ccc2C1O (stereo unspecified)	7	2	4	-1	-20	-12	1	3	-14	-1
Cc1cc(C)cc(NC(=O)C2CCCN(S(=O)(=O)c3c(C)noc3C)C2)c1 (stereo unspecified)	0	-5	3	0	-4	-1	0	4	-12	3
CCOC(=S)SCC(=O)Nc1nccs1	-1	?	84	-2	115*	1	.	2	-34	-5
CCN1C(=O)/C(=C\c2nc3ccccc3c(=O)n2CC)c2ccccc21	3	3	5	4	-13	9	-2	-2	1	2
CC(C)c1nc2cc(Cl)ccc2n(Cc2ccccc2)c1=O	0	-4	3	-1	27	17	-5	-1	-10	-2
O=[N+]([O-])c1ccc(Nc2nc(Cl)nc(NCCO)n2)cc1	-8	3	9	0	7	-7	.	-2	-51	0
COc1cccc(CCC(=O)N2CCC(n3nccc3NC(=O)C3CCOC3)CC2)c1 (stereo unspecified)	2	4	-5	2	-4	0	1	-1	-9	-3
COc1ccc(C(=O)CSc2n[nH]c(=O)n2Cc2ccco2)cc1	-4	0	0	1	2	-56	-2	-5	-16	-7
N#C/C(=C/c1ccc(Sc2nc3ccccc3[nH]2)o1)c1ccccc1F	0	2	13	-5	35	-13	8	-10	-9	3
CCCOc1ccc(N2C(=O)CC(N3CCN(c4ccccc4OC)CC3)C2=O)cc1 (stereo unspecified)	3	-1	4	-3	20	10	-2	1	-11	-3
CC1(OC(=O)c2ccco2)C(=O)C=C2C=C(c3ccc(C#N)cc3)OC=C2C1=O (stereo unspecified)	.	-4	-5	-1	2	18	.	-1	.	.
COc1ccc(Cc2noc(CN(C)CCc3ccccc3)n2)cc1OC	-2	3	-1	-2	4	-1	.	-1	-11	2
CCC1Oc2ccccc2N(CC(=O)NCCN2CCc3ccccc3C2)C1=O (stereo unspecified)	7	0	-4	0	2	5	7	0	-6	3
Cc1oc2nc(SCC(=O)NC3CCCCC3)nc(N)c2c1C	-4	0	15	9	36	14	-6	1	-9	0
C=CCn1c(=O)c2c(nc3n2CCCN3CCc2ccc(OC)c(OC)c2)n(C)c1=O	-4	0	-1	-1	-10	5	-3	1	19	0
COc1ccc(NC(=O)CSc2nnnn2Cc2ccccc2)cc1	0	-1	-6	3	2	25	-1	2	-2	4
O=C(C[n+]1cccc(CNC(=O)c2ccc(OC(F)F)cc2)c1)Nc1ccc(F)cc1	-10	-6	-4	-1	4	2	0	1	-6	2
O=C(CN1CCSC1=NCc1ccccc1)c1ccc(Cl)cc1	8	10	0	-1	18	-28	3	1	21	-2
CC1=C(C#N)C(NC(=O)c2cccc(Cl)c2)(C(F)(F)F)C(=O)N1 (stereo unspecified)	1	18	-6	-6	-7	-14	6	-1	0	3
COc1ccc(C(=O)Nc2nc(N3C(=O)c4ccccc4C3=O)n(-c3ccccc3)n2)cc1	3	9	-3	0	-3	15	-1	2	-16	1
O=C1CCCc2sccc2N1	-6	-4	-3	1	4	15	0	1	-35	-2
Cn1c(CCNC(=O)c2ccccc2F)nnc1SCC(=O)Nc1ccccc1F	0	-1	5	-2	-4	1	-10	-6	-29	0

The last 4 entries of the part above lead into the next:
SMILES	IEC-6 cytotox	Platelet DG rel	HSF1 inh	GSK3A inh	HSF-1 act	aSyn UTR inh	DYRK1A inh	GSK3beta inhib	KLF5 inh	HSP90 refold inh
CC1=C(C#N)C(NC(=O)c2cccc(Cl)c2)(C(F)(F)F)C(=O)N1 (stereo unspecified)	1	18	-6	-6	-7	-14	6	-1	0	3
COc1ccc(C(=O)Nc2nc(N3C(=O)c4ccccc4C3=O)n(-c3ccccc3)n2)cc1	3	9	-3	0	-3	15	-1	2	-16	1
O=C1CCCc2sccc2N1	-6	-4	-3	1	4	15	0	1	-35	-2
Cn1c(CCNC(=O)c2ccccc2F)nnc1SCC(=O)Nc1ccccc1F	0	-1	5	-2	-4	1	-10	-6	-29	0
FC(F)Oc1ccc(/C=N/n2c(Cc3ccc(Br)cc3)n[nH]c2=S)cc1	-2	6	-5	-3	9	16	0	.	0	5
CCn1cc([N+](=O)[O-])c(C(=O)Nc2ccn(C34CC5CC(CC(C5)C3)C4)n2)n1	-10	19	-1	-1	10	15	-7	0	3	-8
O=C(NC(=S)Nc1ccc(CN2CCOCC2)cc1)c1ccc2c(c1)OCCO2	9	-1	-28	12	-44	-116	.	-2	-28	0
O=C(CSc1nccn1-c1ccccc1)NCc1ccc(F)cc1	0	13	-3	-1	-7	13	.	3	-1	1
CCNc1nc(SC)nc(N(C#N)CC(=O)OC)n1	2	-2	1	0	1	-30	9	-1	-24	-2
COc1ccc(-c2noc(-c3ccc(Br)o3)n2)cc1	2	5	27	0	35	-212	-5	-1	-62	-1
COc1ccccc1NS(=O)(=O)c1cc([N+](=O)[O-])ccc1N/N=C/c1c[nH]c2ccccc12	-2	2	3	0	22	0	0	3	-20	2
C/C(=N\NC(=O)CNc1cccc(C(F)(F)F)c1)c1cccs1	12	-1	-2	-5	2	-1	2	1	-23	3
O=C(NCCCN1CCOCC1)c1ccc2c(c1)N(Cc1c(F)cccc1Cl)C(=O)CS2	-1	-1	0	0	30	17	5	4	-41	1
CCn1c(SCC(=O)N2CCCCCC2)nc2ccccc2c1=O	5	2	4	-22	14	28	12	-2	-33	3
CCOC(=O)C1=C(C)OC(N)=C(C#N)C1c1cc2cc(C)ccc2nc1N1CCCCC1 (stereo unspecified)	3	0	7	4	11	-57	7	-2	-16	0
COc1ccc(C(=O)NC(=S)Nc2ccc(CN3CCOCC3)cc2)cc1Br	9	17	1	-1	1	18	-1	0	-14	2
CSc1ccccc1OCc1cc(C(=O)N[C@H]2CCCCNC2=O)no1	1	-9	28	2	?	-83	-3	1	-212	3
CCOC(=O)CCNC(C)C1COc2ccccc2O1 (stereo unspecified)	-2	-13	0	-1	-18	-4	-3	2	-25	-1
CCCCCCn1c(SCC(=O)c2ccccc2)nc2c1c(=O)[nH]c(=O)n2C	-3	1	1	-1	16	21	6	-1	-2	-1
Nc1oc2ccccc2c(=O)c1C=O	0	-7	-12	-6	0	-40	6	-2	-18	-1
COc1ccc(/C=N/Nc2nc3ccccc3c(=O)[nH]2)cc1	1	-3	5	1	10	-125	6	-5	-97	1
CCOc1ccccc1NC(=O)c1ccc(S(=O)(=O)N2CCCCC2)cc1	-6	-8	0	-2	23	2	-1	-2	-1	6
O=C(O)CCc1nc2ccccc2n(CCc2ccccc2)c1=O	5	1	2	-3	17	16	6	4	-21	1
CC1Cc2cc(S(=O)(=O)N3CCC(C(=O)N4CCN(c5ccccc5F)CC4)CC3)ccc2N1C(=O)C1CC1 (stereo unspecified)	-2	-3	-3	-1	16	-14	.	0	-54	2
CCc1ccc(NC(=O)C(=O)N/N=C(\C)CC(=O)NCCOC)cc1	-1	3	3	0	-4	-22	1	0	-30	2

Compound activity from PubChem.
